Compound activity as filed in PubChem BioAssay.
PDI inh – PDI (human) enzyme inhibition; P07237; PDI insulin aggregation turbidity, A650, 90 min; inhibition, % at 10 µM; 350,000 compounds, 0.052% hits;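 active = mean inhibition across replicates of 30% or more, whatever share of single replicates reach that level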;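 note: absorbance from insulin aggregation driven by PDI reduction with DTT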
Shn3 inh set2 – reduces Shn3 3'UTR luciferase signal in osteoblasts | Clone20 osteoblast Shn3 3'UTR firefly luciferase, 24 h | inhibition, % at 12.5 µM | 360,000 compounds, 0.52% hits | AID 588674;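 active = mean inhibition of at least 75% with every replicate also reaching 75%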;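 note: 0% = median of neutral control wells and 100% = pilot-screen positive control compound; some compounds past the cut are filed as inactive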
HIF-2a inh – inhibitors of HIF-2a. 360,000 compounds, 0.72% hits. 786-0 RCC cells HIF-2a reporter, luciferase luminescence, overnight. inhibition, % at 18.8 µM;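 active = inhibition of the luminescence signal of 40% or more relative to plate controls, in a single-dose primary screen at 18.75 µM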
iPSC survival up – increases survival of single human iPS cells; AID 602274; survival enhancement, % at 20 µM; 360,000 compounds, 0.044% hits; hiPSC single-cell survival, ATPlite luminescence; 100% = ROCK inhibitor wells, 0% = DMSO; in the data active = survival enhancement above about 18%;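 note: cells exposed to compounds for 16 hours before the ATP read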
CaV13 FRET inh – Disruptors of the CACNA1D IQ motif to Ca2+-dependent inactivation inhibitor domain association, primary screening, Förster resonance energy transfer in intact living …; 340,000 compounds, 0.098% hits; AID 743397; inhibition, % at 12.3 µM; HEK cells, CFP/YFP FRET ICDI-IQ, plate reader, 10 min; percent FRET-ratio fall versus neutral wells;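 active = mean replicate inhibition of at least 30% and at least 1% of replicates passing that level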;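 note: 0% = median of the neutral control wells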
H9c2 protect – myocardial damage modulation in H9c2 cells; 360,000 compounds, 0.63% hits; H9c2 cardiomyocytes, H2O2 injury protection, ATPLite, 2 h; protection from H2O2 cell death, % at 20 µM;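 active = compounds giving at least 50% protection of heart cells from peroxide-induced death in the single-dose screen, raw or plate-pattern-corrected value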;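 note: 0% = DMSO wells with peroxide and 100% = DMSO wells without peroxide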
MITF TRPM1 inh – reduces MITF-dependent TRPM1 promoter luciferase signal. SK-MEL-5 TRPM1 promoter luciferase, 24 h. inhibition, % at 12.5 µM. 330,000 compounds, 0.83% hits. AID 488899;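 active = mean inhibition across replicates of 60% or more, whatever share of single replicates reaches that level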; note: values of inactives mirror those of a sister screen read the other way
Peg3 prom inh – Peg3 promoter activity inhibition | HeLa PEG-Prom luciferase reporter, luminescence, overnight | inhibition, % at 20 µM | 360,000 compounds, 1.7% hits | AID 588405;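 active = inhibition of at least 50% at 20 µM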
HTR2A ag – mouse HTR2A agonism via beta-arrestin recruitment; P35363; CHO-K1 mHTR2A beta-arrestin complementation, luminescence; percent of 30 µM serotonin response; activation, % at 7.6 µM; 360,000 compounds, 0.66% hits; AID 624169;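 active = activation above a run cutoff, the mean activation of all tested compounds plus 3 SD, cut at about 14% in these data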;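 note: 0% = plate median of compound wells and 100% = 30 µM serotonin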
Target sequence (P35363 whole entry, looked up): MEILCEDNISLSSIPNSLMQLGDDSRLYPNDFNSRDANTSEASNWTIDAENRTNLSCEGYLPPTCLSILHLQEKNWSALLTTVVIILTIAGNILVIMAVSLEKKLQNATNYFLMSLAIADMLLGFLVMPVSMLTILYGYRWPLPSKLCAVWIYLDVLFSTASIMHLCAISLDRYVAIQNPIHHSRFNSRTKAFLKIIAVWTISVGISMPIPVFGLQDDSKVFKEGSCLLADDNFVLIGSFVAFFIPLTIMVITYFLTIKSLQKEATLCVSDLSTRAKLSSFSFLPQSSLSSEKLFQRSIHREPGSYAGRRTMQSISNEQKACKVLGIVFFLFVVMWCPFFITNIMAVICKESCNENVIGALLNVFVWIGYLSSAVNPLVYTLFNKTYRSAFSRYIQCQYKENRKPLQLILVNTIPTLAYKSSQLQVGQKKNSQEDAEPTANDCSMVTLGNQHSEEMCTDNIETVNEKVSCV
NR2E3 ag-1 – agonists of human NR2E3 nuclear receptor; CHO-S Gal4-NCOR/VP16-NR2E3 two-hybrid, luciferase; inhibition of corepressor binding, % at 3.98 µM; 360,000 compounds, 0.35% hits; AID 602229;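 active = inhibition above the mean of all tested compounds plus 3 SD, cut at about 70% in these data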;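 note: 0% = DMSO with NR2E3 transfected cells and 100% = cells lacking NR2E3 construct; higher means lower luciferase signal from less NR2E3 corepressor binding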
Target sequence (Q9Y5X4 whole entry, looked up, the tested form may be a part): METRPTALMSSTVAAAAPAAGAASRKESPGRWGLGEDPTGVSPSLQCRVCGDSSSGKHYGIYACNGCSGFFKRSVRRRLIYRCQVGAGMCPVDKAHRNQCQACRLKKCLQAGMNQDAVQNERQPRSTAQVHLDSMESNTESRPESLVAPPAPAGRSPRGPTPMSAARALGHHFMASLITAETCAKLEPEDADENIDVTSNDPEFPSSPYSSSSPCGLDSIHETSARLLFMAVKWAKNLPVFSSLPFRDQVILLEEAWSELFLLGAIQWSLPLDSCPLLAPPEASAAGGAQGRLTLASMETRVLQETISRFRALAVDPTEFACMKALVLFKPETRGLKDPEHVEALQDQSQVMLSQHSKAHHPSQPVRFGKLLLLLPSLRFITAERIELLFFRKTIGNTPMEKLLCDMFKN
NR2E3 ag-2 – agonists of human nuclear receptor NR2E3. GST-NR2E3/biotin-RetCOR TR-FRET, 1536-well. inhibition of corepressor binding, % at 4.78 µM. 320,000 compounds, 0.12% hits. AID 2300;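 active = percent inhibition above the cutoff of mean plus 3 SD of all tested compounds, set per screening campaign, cut at about 20% in these data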;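 note: 0% = DMSO wells and 100% = biotin wells as full block of FRET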
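Test system – NR2E3–RetCOR corepressor complex · Quantity – NR2E3 fusion 1.35 nM · Buffer or medium – Tris pH 7.5 · Incubation – Compound–protein incubation for 5 h at 4 °C · Technique – TR-FRET, Eu(K)-anti-GST donor, streptavidin-D2 acceptor, ex 340, em 617/671 nm · Evaluation – percent inhibition of 671/617 nm emission ratio versus biotin and DMSO controls · Plate – 1536-well format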
* = called active by the depositor.

Screening O=C(CCCc1nc(-c2ccc(Cl)cc2)no1)NC1CCCC1 returned PDI inh 0, Shn3 inh set2 66, HIF-2a inh 13, iPSC survival up -0.3, H9c2 protect -14, MITF TRPM1 inh 26, Peg3 prom inh 17, HTR2A ag 10, NR2E3 ag-1 24 and NR2E3 ag-2 1.
O=C(CSc1n[nH]c(-c2ccccc2)n1)c1ccc(O)c(O)c1 was read as PDI inh -12, Shn3 inh set2 8, HIF-2a inh -25, iPSC survival up 0.5, CaV13 FRET inh -9, H9c2 protect 80*, MITF TRPM1 inh -6, Peg3 prom inh 9, HTR2A ag 3, NR2E3 ag-1 -18 and NR2E3 ag-2 1.
`CS(=O)(=O)N1CC2CCCN2c2ccc(C(F)(F)F)cc21` (stereo unspecified) gave PDI inh 5, Shn3 inh set2 3, HIF-2a inh 19, iPSC survival up 0.5, CaV13 FRET inh -2, H9c2 protect 3, MITF TRPM1 inh -7, Peg3 prom inh -8, HTR2A ag -2, NR2E3 ag-1 -4 and NR2E3 ag-2 0.
For Cc1noc(C)c1COc1ccc(C(=O)N2CCN(S(=O)(=O)c3cccc(F)c3)CC2)cc1 the results were PDI inh -3, Shn3 inh set2 7, HIF-2a inh 21, iPSC survival up -1.6, CaV13 FRET inh -5, H9c2 protect -7, MITF TRPM1 inh -3, Peg3 prom inh 14, HTR2A ag -1 and NR2E3 ag-1 -5.
For COc1cc(SC)ccc1C(=O)OC1CCOC1=O (stereo unspecified) the results were PDI inh -6, Shn3 inh set2 3, HIF-2a inh 12, iPSC survival up -1.7, CaV13 FRET inh 7, H9c2 protect 0, MITF TRPM1 inh 4, Peg3 prom inh 0, HTR2A ag 0, NR2E3 ag-1 -1 and NR2E3 ag-2 -2.
For O=C(COC(=O)C1CCCCC1)Nc1ccc(N2CCCCC2)cc1 the results were PDI inh 3, Shn3 inh set2 5, HIF-2a inh -39, iPSC survival up -2.3, CaV13 FRET inh -6, H9c2 protect -7, MITF TRPM1 inh -26, Peg3 prom inh -23, HTR2A ag 3, NR2E3 ag-1 -4 and NR2E3 ag-2 1.
`Cc1oc(-c2ccccc2Cl)nc1CS(=O)CC(=O)NC1CC1` (stereo unspecified) gave PDI inh 8, Shn3 inh set2 2, HIF-2a inh -5, iPSC survival up 0.4, CaV13 FRET inh -7, H9c2 protect -1, MITF TRPM1 inh 4, Peg3 prom inh -15, HTR2A ag 1, NR2E3 ag-1 16 and NR2E3 ag-2 0.
`COc1ccc(OCCn2ccnc2C)cc1` gave PDI inh -8, Shn3 inh set2 -16, HIF-2a inh 15, iPSC survival up -0.6, CaV13 FRET inh -2, H9c2 protect 3, MITF TRPM1 inh 1, Peg3 prom inh 3, HTR2A ag 6, NR2E3 ag-1 -29 and NR2E3 ag-2 0.
For Cn1nc(C(=O)Nc2cccc(Cl)c2)cc1C(=O)Nc1cccc(Cl)c1 the results were PDI inh -2, Shn3 inh set2 8, HIF-2a inh 24, iPSC survival up -0.4, CaV13 FRET inh 12, H9c2 protect 0, MITF TRPM1 inh -21, Peg3 prom inh 3, HTR2A ag -2, NR2E3 ag-1 -17 and NR2E3 ag-2 1.
For O=C(NCC1CCCO1)c1cc(C(=O)C2CC2)c[nH]1 (stereo unspecified) the results were PDI inh -2, Shn3 inh set2 6, HIF-2a inh 18, iPSC survival up -0.7, CaV13 FRET inh -4, H9c2 protect -6, MITF TRPM1 inh -2, Peg3 prom inh 11, HTR2A ag -1, NR2E3 ag-1 8 and NR2E3 ag-2 -1.
For COc1ccc(C(=O)OCC(=O)Nc2c(C)n(C)n(-c3ccccc3)c2=O)cc1 the results were PDI inh -9, Shn3 inh set2 -5, HIF-2a inh -3, iPSC survival up -0.5, CaV13 FRET inh -3, H9c2 protect 2, MITF TRPM1 inh 6, Peg3 prom inh 2, HTR2A ag -3 and NR2E3 ag-1 7.
`Cc1c(C#N)c2ccccc2n1C` gave PDI inh 8, Shn3 inh set2 -2, HIF-2a inh 16, iPSC survival up 1.3, CaV13 FRET inh -13, H9c2 protect 5, MITF TRPM1 inh -1, Peg3 prom inh -8, HTR2A ag -2, NR2E3 ag-1 -18 and NR2E3 ag-2 2.
`O=C(Cc1c[nH]c2ccccc12)NNC(=O)c1ccccc1` gave PDI inh -1, Shn3 inh set2 0, HIF-2a inh 14, iPSC survival up 0.2, CaV13 FRET inh -4, H9c2 protect 9, MITF TRPM1 inh 11, Peg3 prom inh 15, HTR2A ag 4, NR2E3 ag-1 -21 and NR2E3 ag-2 -3.
For Cc1ccc(-c2c3c(=O)n(C)c(=O)n(C)c3cn2Cc2ccccc2)cc1 the results were PDI inh -13, Shn3 inh set2 -11, HIF-2a inh 12, iPSC survival up -2.2, CaV13 FRET inh -6, H9c2 protect 0, MITF TRPM1 inh -10, Peg3 prom inh -9, HTR2A ag 5, NR2E3 ag-1 -16 and NR2E3 ag-2 -1.
`O=Cc1ccccc1-c1cn(CN2C(=O)c3ccccc3C2=O)nn1` gave PDI inh 3, Shn3 inh set2 1, HIF-2a inh 6, iPSC survival up 2.7, CaV13 FRET inh -5, H9c2 protect -3, MITF TRPM1 inh -1, Peg3 prom inh 3, HTR2A ag -4, NR2E3 ag-1 -35 and NR2E3 ag-2 4.

Structures above with four or more nitrogen atoms:
For Cn1nc(C(=O)Nc2cccc(Cl)c2)cc1C(=O)Nc1cccc(Cl)c1 the results were PDI inh -2, Shn3 inh set2 8, HIF-2a inh 24, iPSC survival up -0.4, CaV13 FRET inh 12, H9c2 protect 0, MITF TRPM1 inh -21, Peg3 prom inh 3, HTR2A ag -2, NR2E3 ag-1 -17 and NR2E3 ag-2 1.
`O=Cc1ccccc1-c1cn(CN2C(=O)c3ccccc3C2=O)nn1` gave PDI inh 3, Shn3 inh set2 1, HIF-2a inh 6, iPSC survival up 2.7, CaV13 FRET inh -5, H9c2 protect -3, MITF TRPM1 inh -1, Peg3 prom inh 3, HTR2A ag -4, NR2E3 ag-1 -35 and NR2E3 ag-2 4.

Further compounds follow:
O=C(c1ccco1)N1CCN(Cc2nnnn2C2CCCCC2)CC1 was read as PDI inh -1, Shn3 inh set2 -8, HIF-2a inh -2, iPSC survival up -0.7, CaV13 FRET inh -4, H9c2 protect 2, MITF TRPM1 inh 0, Peg3 prom inh 26, HTR2A ag 8, NR2E3 ag-1 -13 and NR2E3 ag-2 0.
`CCOc1ccc(N(C(=O)CNC(=O)c2ccco2)C(C(=O)NC2CCCC2)c2ccncc2)cc1` (stereo unspecified) gave PDI inh 14, Shn3 inh set2 16, HIF-2a inh 17, iPSC survival up -0.6, CaV13 FRET inh -7, H9c2 protect 12, MITF TRPM1 inh 9, Peg3 prom inh -7, HTR2A ag -1, NR2E3 ag-1 1 and NR2E3 ag-2 1.
O=C(Cc1ccccc1)N1CCN=C1SCc1cccc([N+](=O)[O-])c1 was read as PDI inh 4, Shn3 inh set2 11, HIF-2a inh 14, iPSC survival up 0.2, CaV13 FRET inh -6, H9c2 protect 6, MITF TRPM1 inh 3, Peg3 prom inh -5, HTR2A ag 5, NR2E3 ag-1 10 and NR2E3 ag-2 3.
Cc1ccc(C(=O)N(c2ccccn2)C(C)c2ccco2)cc1 (stereo unspecified) was read as PDI inh -4, Shn3 inh set2 -29, HIF-2a inh -187, iPSC survival up -1.4, H9c2 protect 0, MITF TRPM1 inh -18, Peg3 prom inh -171, HTR2A ag 3, NR2E3 ag-1 -33 and NR2E3 ag-2 0.
Screening CC(C)N1CC23C=CC(O2)C(C(=O)OCc2ccccc2)C3C1=O (stereo unspecified) returned Shn3 inh set2 -9, HIF-2a inh 2, iPSC survival up 0.8, CaV13 FRET inh -3, H9c2 protect 0, MITF TRPM1 inh -9, Peg3 prom inh 4, HTR2A ag 0, NR2E3 ag-1 -3 and NR2E3 ag-2 0.
For Fc1ccc(-n2c(-c3ccc4c(c3)OCO4)n[nH]c2=S)cc1Cl the results were PDI inh 14, Shn3 inh set2 -32, HIF-2a inh -140, iPSC survival up -1.2, CaV13 FRET inh -4, H9c2 protect 2, MITF TRPM1 inh -73, Peg3 prom inh -107, HTR2A ag 0, NR2E3 ag-1 -79 and NR2E3 ag-2 4.
Screening O=S(c1cc(Cl)cc(Cl)c1O)c1cc(Cl)cc(Cl)c1O returned HIF-2a inh 1, iPSC survival up -1.0, CaV13 FRET inh -5, HTR2A ag -3 and NR2E3 ag-1 84*.
`Oc1ccc(C(c2nnnn2C2CCCCC2)N2CCOCC2)cc1` (stereo unspecified) gave PDI inh 0, Shn3 inh set2 6, HIF-2a inh 13, iPSC survival up -0.4, CaV13 FRET inh 5, H9c2 protect 7, MITF TRPM1 inh 2, Peg3 prom inh -11, HTR2A ag -2, NR2E3 ag-1 -15 and NR2E3 ag-2 4.
For Cc1cccc(NC(=O)NNC(=O)c2nn(C)cc2Br)c1 the results were PDI inh -7, Shn3 inh set2 22, HIF-2a inh 6, iPSC survival up 3.0, CaV13 FRET inh -5, H9c2 protect 9, MITF TRPM1 inh 1, Peg3 prom inh -18, HTR2A ag 1, NR2E3 ag-1 -15 and NR2E3 ag-2 1.
c1ccc(-c2nc(N3CCNCC3)nc3ccccc23)cc1 was read as PDI inh -2, Shn3 inh set2 9, HIF-2a inh 17, iPSC survival up -4.1, CaV13 FRET inh -3, H9c2 protect 7, MITF TRPM1 inh 4, Peg3 prom inh 36, HTR2A ag -5, NR2E3 ag-1 3 and NR2E3 ag-2 3.
COc1cccc(CNC(=O)c2cc(S(=O)(=O)N3CCOCC3)cn2C)c1 was read as Shn3 inh set2 -1, HIF-2a inh 2, iPSC survival up 0.5, CaV13 FRET inh -10, H9c2 protect 2, Peg3 prom inh 13, HTR2A ag 1, NR2E3 ag-1 15 and NR2E3 ag-2 3.
Screening Cc1c(C=O)c2ccccc2n1CCOc1ccccc1F returned PDI inh 4, Shn3 inh set2 19, HIF-2a inh 10, iPSC survival up 0.7, CaV13 FRET inh -21, H9c2 protect -11, MITF TRPM1 inh 7, Peg3 prom inh 3, HTR2A ag -4, NR2E3 ag-1 7 and NR2E3 ag-2 0.
`O=C(COC(=O)c1ccc(F)cc1F)Nc1ccc(S(=O)(=O)N2CCOCC2)cc1` gave PDI inh -4, Shn3 inh set2 -4, HIF-2a inh 7, iPSC survival up -3.9, CaV13 FRET inh -12, H9c2 protect -2, Peg3 prom inh -18, HTR2A ag 7 and NR2E3 ag-1 22.
